PvdQ acylase: P. aeruginosa PvdQ acylase inhibition | AID 488965 | purified PvdQ acylase, fluorescence plate reader | 340,000 compounds, 0.063% hits | inhibition, % at 10 µM; in the data active = inhibition above about 30%, passing the limit was not always enough;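 note: 0% = vehicle neutral wells and 100% = reference inhibitor wells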
CAL PDZ FP-1: inhibitors of human CAL PDZ peptide binding; Q9HD26; purified CAL PDZ, TMR-peptide fluorescence polarization, 1 h; inhibition, % at 24.9 µM; 300,000 compounds, 0.92% hits; AID 602252;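 active = mean inhibition of at least 30% with at least half of replicates also reaching 30%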;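 note: 0% = DMSO neutral control and 100% = excess unlabeled competitor peptide PRC23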
NSD2 inh: inhibitors of human histone methyltransferase NSD2; AID 743445; 310,000 compounds, 0.54% hits; O96028; inhibition, % at 12.5 µM; NSD2 peptide methylation, AlphaScreen, 120 min; in the data active = inhibition above about 50%
Target sequence (O96028 whole entry, looked up): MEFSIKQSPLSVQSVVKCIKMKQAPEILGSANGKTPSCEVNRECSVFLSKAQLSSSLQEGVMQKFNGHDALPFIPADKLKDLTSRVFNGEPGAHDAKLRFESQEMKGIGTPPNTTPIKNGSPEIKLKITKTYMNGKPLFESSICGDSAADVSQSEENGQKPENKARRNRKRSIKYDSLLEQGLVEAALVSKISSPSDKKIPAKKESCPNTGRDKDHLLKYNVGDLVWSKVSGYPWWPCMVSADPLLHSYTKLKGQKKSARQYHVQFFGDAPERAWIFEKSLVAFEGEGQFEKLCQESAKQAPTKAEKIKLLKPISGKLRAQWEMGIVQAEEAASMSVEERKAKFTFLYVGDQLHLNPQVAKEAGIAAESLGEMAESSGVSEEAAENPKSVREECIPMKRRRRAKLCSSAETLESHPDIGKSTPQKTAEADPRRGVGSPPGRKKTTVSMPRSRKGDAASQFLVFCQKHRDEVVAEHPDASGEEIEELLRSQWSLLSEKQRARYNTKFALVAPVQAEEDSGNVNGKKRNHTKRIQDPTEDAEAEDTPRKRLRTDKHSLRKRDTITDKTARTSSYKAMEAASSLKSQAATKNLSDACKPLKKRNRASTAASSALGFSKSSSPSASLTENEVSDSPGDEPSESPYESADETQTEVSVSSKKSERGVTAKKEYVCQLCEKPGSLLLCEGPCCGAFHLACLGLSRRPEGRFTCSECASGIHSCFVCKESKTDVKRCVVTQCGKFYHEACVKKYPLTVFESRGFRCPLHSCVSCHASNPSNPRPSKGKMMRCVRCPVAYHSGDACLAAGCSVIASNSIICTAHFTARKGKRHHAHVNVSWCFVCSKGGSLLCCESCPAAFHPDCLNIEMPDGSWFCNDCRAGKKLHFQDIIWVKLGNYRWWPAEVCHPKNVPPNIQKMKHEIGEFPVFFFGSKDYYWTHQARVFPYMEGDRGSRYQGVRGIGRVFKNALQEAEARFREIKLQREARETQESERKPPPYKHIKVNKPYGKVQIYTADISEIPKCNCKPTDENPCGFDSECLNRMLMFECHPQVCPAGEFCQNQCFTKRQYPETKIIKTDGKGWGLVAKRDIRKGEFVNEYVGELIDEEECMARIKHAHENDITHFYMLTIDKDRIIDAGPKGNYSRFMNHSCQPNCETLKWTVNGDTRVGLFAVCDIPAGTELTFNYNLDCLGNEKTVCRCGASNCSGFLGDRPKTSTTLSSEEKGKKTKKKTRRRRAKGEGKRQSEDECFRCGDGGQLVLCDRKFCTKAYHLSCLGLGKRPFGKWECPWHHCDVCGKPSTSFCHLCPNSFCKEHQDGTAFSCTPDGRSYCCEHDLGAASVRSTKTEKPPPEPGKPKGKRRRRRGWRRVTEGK
Rtt109 Vps75: inhibitors of Candida albicans Rtt109/Vps75 histone acetyltransferase; AID 540336; purified Rtt109/Vps75, ThioGlo CoA-SH fluorescence, 4 h; Q5AAJ8; 330,000 compounds, 0.16% hits; inhibition, % at 34.9 µM;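 active = inhibition of at least 50% in every replicate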
PfHsp90 set2: growth inhibition of yeast expressing Plasmodium Hsp90 | inhibition, % at 9.4 µM | S. cerevisiae expressing PfHsp90, BacTiter-Glo ATP, 48 h; yeast lacking PDR1 and PDR3 efflux regulators | 310,000 compounds, 0.32% hits | AID 504621;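 active = every replicate shows inhibition above about 80%, whatever the replicate mean, limit read from the data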;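 note: 0% = DMSO neutral controls and 100% = 20 µM radicicol positive controls; yeast relying on Plasmodium falciparum Hsp90 in place of its own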
CAL PDZ FP-2: blocks peptide binding to human CAL PDZ domain; purified CAL PDZ, TMR-peptide fluorescence polarization, 1 h; inhibition, % at 20 µM; 330,000 compounds, 0.02% hits; AID 504414;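 active = highest replicate inhibition of at least 40%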;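 note: plate controls were DMSO neutral control wells for no effect and unlabeled competitor peptide control wells for full effect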
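Material – purified CerCALP PDZ construct · Detection – FP readout, S and P plane fluorescence · Measure – percent inhibition from loss of millipolarization · Controls – unlabelled peptide for full inhibition, DMSO wells as neutral · Probe or stimulus – TMR-labelled reporter peptide T*-PRC34 bound in PDZ groove · Times – 1 h at RT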
MITF TRPM1 HTS: activators of MITF-driven TRPM1 promoter activity in SK-MEL-5 cells | 300,000 compounds, 0.75% hits | AID 588334 | SK-MEL-5 TRPM1-promoter luciferase, 24 h; % of positive control, neutral wells = 0 | activation, % at 12.5 µM;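 active = mean activation of at least 80% with every replicate also reaching 80%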;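 note: 0% = neutral control wells and 100% = parthenolide positive control wells; values of inactives mirror those of a sister screen read the other way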
SR-BI DiI-HDL act: activators of SR-BI mediated HDL lipid uptake | CHO ldlA[mSR-BI] cells, DiI-HDL uptake fluorescence, 3 h; 100 = double the neutral-control signal | activation, % at 12.5 µM | 320,000 compounds, 0.096% hits | AID 504775;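 active = mean replicate activation of at least 60% and every replicate at or above 60%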;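 note: 0% = median plate neutral-control signal and 100% = twice that signal; values of inactives mirror those of a sister screen read the other way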
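System: LDL receptor-deficient CHO ldlA cells overexpressing murine SR-BI | Timing: 3 h uptake period with compound, 37 °C | Medium: HEPES-buffered (25 mM, pH 7.4) F12 plus 0.5% BSA | Dosing: Single-point compound dose | Signal: Bottom-read fluorescence, 550/595 nm | Read-out: Retained DiI signal reflecting DiI-HDL uptake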
SR-BI HDL uptake: blocks mouse SR-BI lipid uptake from DiI-HDL; ldlA[mSR-BI] CHO cells, DiI-HDL uptake fluorescence, 3 h; inhibition, % at 12.5 µM; 320,000 compounds, 0.96% hits;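 active = mean replicate inhibition of at least 70% and a set share of replicates each scoring 70 or more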;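 note: 0% = median of neutral control wells and 100% = median of positive control wells; values of inactives mirror those of a sister screen read the other way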
dFosB activator: mouse delta FosB homodimer activation | P13346 | purified delta FosB, TAMRA-CDK5 oligo fluorescence polarization; percent of positive-control signal above neutral wells | activation, % at 25 µM | 340,000 compounds, 0.99% hits;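 active = mean activation above about 17%, with every replicate also reaching it, limit read from the data, passing the limit was not always enough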;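 note: fluorescence polarization rise as delta FosB binds a TAMRA Cdk5 AP-1 oligo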
The depositor's hits bear a star; . = no result given.

mol	PvdQ acylase	CAL PDZ FP-1	NSD2 inh	Rtt109 Vps75	PfHsp90 set2	CAL PDZ FP-2	MITF TRPM1 HTS	SR-BI DiI-HDL act	SR-BI HDL uptake	dFosB activator
NC(=S)N/N=C1\CCOc2ccc(Cl)cc21	13	-1	0	-3	-1	-0.8	-3	-73	73*	2
C=C1C(=O)O[C@@H]2[C@H]3O[C@]3(C)CC/C=C(\C)CC[C@@H]12	6	-1	.	7	-6	0.1	-33	5	-5	0
Cc1ccccc1NC(=S)N(Cc1cccs1)C1CCCCC1	-1	0	-2	0	-11	2.6	7	2	-2	-6
O=C1c2ccccc2C(=O)N1c1cccc2cccnc12	-1	-1	0	-6	9	-1.6	1	19	-19	4
O=C1NC(=S)NC1=Cc1ccc2c(c1)CCC2	-14	-2	1	1	3	-5.1	19	-11	11	-18
CN(Cc1ccccc1)C(=O)c1ccccc1N(C)S(=O)(=O)c1ccccc1	-4	.	-1	-5	7	0.2	-3	-48	48	-1
CN(Cc1ccccc1F)c1ccc(S(=O)(=O)N2CCCC2)cn1	2	-9	-3	.	3	-0.7	9	17	-17	-6
CC1CCCC(C)N1C(=O)COC(=O)/C=C/c1ccc(Br)o1 (stereo unspecified)	-4	.	12	-3	-29	-0.1	4	-12	12	-19
C=CCSc1nc2sc3c(c2c(=O)[nH]1)CC(C)(CC)OC3 (stereo unspecified)	-22	-1	-3	.	-28	-2.5	6	-10	10	-15
Cc1ccc(N2C(=O)c3ccc(C(=O)N4CCN(c5ccc(C)c(C)c5)CC4)cc3C2=O)cc1	-16	-4	0	6	-13	1.0	-4	-14	14	-3

Next section.
mol	PvdQ acylase	CAL PDZ FP-1	NSD2 inh	Rtt109 Vps75	PfHsp90 set2	CAL PDZ FP-2	MITF TRPM1 HTS	SR-BI DiI-HDL act	SR-BI HDL uptake	dFosB activator
COc1ccc(/C(N)=N/OC(=O)C2CCCCC2)cc1OC	-5	1	-4	4	-9	-1.0	88*	-8	8	-4
CN1CCN(/N=C/c2ccc(N(c3ccccc3)c3ccccc3)cc2)CC1	-10	8	.	-8	-56	1.4	13	9	-9	-36
COc1cc2c(cc1OC)C(C)N(C(=O)C1=NN(c3cccc(C)c3)C(=O)CC1)CC2 (stereo unspecified)	-11	3	6	6	-22	-0.4	2	7	-7	-4
NC(c1ccccc1)c1ccncc1 (stereo unspecified)	-9	-5	2	0	-12	0.2	.	-2	2	4
CN(C)c1nc(N)c2ncc(=S)[nH]c2n1	-3	-5	2	2	-6	-0.8	7	3	-3	-5
Cc1cc(-c2ccccc2)c(C#N)c(N)n1	-7	3	0	-7	-5	-2.4	-4	.	.	-9
CC(=O)Nc1cc(S(=O)(=O)Nc2ccc(C)cc2)c(C)cc1C	-10	2	16	-6	-14	-2.1	4	.	.	-6
COc1ccc(/C=N/S(=O)(=O)CCc2ccccc2)c(OC)c1	-7	0	-1	-3	4	-1.8	-2	32	-32	-2
O=S(=O)(N[C@@H]1C[C@H]2CC[C@@H]1C2)c1cccs1	-8	-1	2	-4	-15	1.3	-8	15	-15	1
CO/N=C/C1CCN(c2ncc(C(F)(F)F)cc2Cl)C1=O (stereo unspecified)	-8	-3	-1	-5	-3	-0.5	-1	25	-25	0

Additional entries.
mol	PvdQ acylase	CAL PDZ FP-1	NSD2 inh	Rtt109 Vps75	PfHsp90 set2	CAL PDZ FP-2	MITF TRPM1 HTS	SR-BI DiI-HDL act	SR-BI HDL uptake	dFosB activator
Cc1c(C#N)c2ccccc2n1CC(=O)N1CCCc2ccccc21	-1	2	1	2	-12	-0.7	1	-31	31	-3
COc1ccc(C(C)=O)cc1CSc1nc2ccccc2c(=O)n1-c1cccc(C)c1	-7	-6	-3	-38	-26	-0.9	5	-36	36	25*
O=C(COc1ccc(Br)cc1Cl)NC(=O)NC1CCCC1	-4	.	-4	-4	-68	0.1	93*	-3	3	-4
Cc1cc(/C=C2\NC(=S)NC2=O)c(C)n1-c1cccnc1	0	.	17	10	-1	1.1	.	-8	8	5
O=C(C1=C(O)C(=O)N(CC2CCCO2)C1c1cccnc1)c1ccco1 (stereo unspecified)	-9	-4	29	26	23	-0.4	-7	36	-36	2
COc1cc(/C=N/NC(=O)Cn2ccc(C(F)(F)F)n2)cc(OC)c1OC	-4	-8	0	-1	12	-1.6	-6	-30	30	1
Cc1cc(C)c(NC(=O)C2CC(=O)N(C3CCCC3)C2)c(C)c1 (stereo unspecified)	-6	-1	-4	-2	6	-1.9	7	15	-15	-5
COC(=O)c1cc(S(=O)(=O)NCc2ccc3c(c2)OCO3)cn1C	-21	-4	-6	1	3	-3.2	2	9	-9	7
COc1ccc(S(=O)(=O)n2nc(OC(=O)c3c(-c4ccccc4Cl)noc3C)cc2N)cc1	-2	-4	-3	1	-10	-0.2	-8	-16	16	-3
CC(C)Sc1nc2c([nH]c3ccccc32)c(=O)n1C	0	-4	5	-2	-12	-1.6	-29	23	-23	-7

More records follow:
mol	PvdQ acylase	CAL PDZ FP-1	NSD2 inh	Rtt109 Vps75	PfHsp90 set2	CAL PDZ FP-2	MITF TRPM1 HTS	SR-BI DiI-HDL act	SR-BI HDL uptake	dFosB activator
O=C(C1COc2ccccc2O1)N1CCN(c2ccccc2Cl)CC1 (stereo unspecified)	-6	-1	-8	2	5	-1.5	14	-5	5	-2
COc1ccc(NC(=O)CN2C(=O)NC3(CCCc4ccccc43)C2=O)c(OC)c1 (stereo unspecified)	-3	-3	1	11	-1	0.4	.	-8	8	-1
C/C=C/c1ccc(OCC(=O)Nc2cc(C(F)(F)F)ccc2N2CCOCC2)c(OC)c1	-13	3	-1	-2	3	-2.3	-11	-18	18	-8
O=C(NP(=O)(N1CCCC1)N1CCCC1)C1=C(N2CCOCC2)/C(=C/c2cccc([N+](=O)[O-])c2)CC1	-13	-2	5	-1	0	-3.0	-8	-4	4	-9
COc1ccc(C(C(=O)NC2CCCCC2)N(C(=O)c2ccco2)c2ccccc2C(C)=O)cc1 (stereo unspecified)	9	0	-4	10	16	-1.6	.	.	.	-1
O=C(NCc1ccccn1)C(F)(F)C(F)(F)C(=O)NCc1ccccn1	-2	-3	-2	-4	16	-0.8	-5	27	-27	-3
O=C(Nc1cccnc1)c1ccc(NS(=O)(=O)c2cc([N+](=O)[O-])ccc2Cl)cc1	15	-1	4	-4	-30	0.8	6	-27	27	-20
CCOc1ccccc1C1C(C(=O)OC)=CN(C)C=C1C(=O)OC	-10	-4	-2	3	-24	0.2	.	35	-35	0
O=S(=O)(c1ccc(SCc2ccccc2)nc1)N1CCCCC1	9	-7	-5	-6	.	-0.8	-3	3	-3	-10
COc1ccc(Cl)cc1NC(=O)Nc1ccc(C(=O)N2CCCC2)cc1	-13	9	-2	-5	13	-2.6	5	-10	10	-19

11 entries from above, ordered by formula weight, ascending:
mol	PvdQ acylase	CAL PDZ FP-1	NSD2 inh	Rtt109 Vps75	PfHsp90 set2	CAL PDZ FP-2	MITF TRPM1 HTS	SR-BI DiI-HDL act	SR-BI HDL uptake	dFosB activator
C=C1C(=O)O[C@@H]2[C@H]3O[C@]3(C)CC/C=C(\C)CC[C@@H]12	6	-1	.	7	-6	0.1	-33	5	-5	0
CC(C)Sc1nc2c([nH]c3ccccc32)c(=O)n1C	0	-4	5	-2	-12	-1.6	-29	23	-23	-7
Cc1cc(C)c(NC(=O)C2CC(=O)N(C3CCCC3)C2)c(C)c1 (stereo unspecified)	-6	-1	-4	-2	6	-1.9	7	15	-15	-5
O=C(C1COc2ccccc2O1)N1CCN(c2ccccc2Cl)CC1 (stereo unspecified)	-6	-1	-8	2	5	-1.5	14	-5	5	-2
CN(Cc1ccccc1)C(=O)c1ccccc1N(C)S(=O)(=O)c1ccccc1	-4	.	-1	-5	7	0.2	-3	-48	48	-1
COc1ccc(NC(=O)CN2C(=O)NC3(CCCc4ccccc43)C2=O)c(OC)c1 (stereo unspecified)	-3	-3	1	11	-1	0.4	.	-8	8	-1
COc1cc2c(cc1OC)C(C)N(C(=O)C1=NN(c3cccc(C)c3)C(=O)CC1)CC2 (stereo unspecified)	-11	3	6	6	-22	-0.4	2	7	-7	-4
O=C(Nc1cccnc1)c1ccc(NS(=O)(=O)c2cc([N+](=O)[O-])ccc2Cl)cc1	15	-1	4	-4	-30	0.8	6	-27	27	-20
C/C=C/c1ccc(OCC(=O)Nc2cc(C(F)(F)F)ccc2N2CCOCC2)c(OC)c1	-13	3	-1	-2	3	-2.3	-11	-18	18	-8
Cc1ccc(N2C(=O)c3ccc(C(=O)N4CCN(c5ccc(C)c(C)c5)CC4)cc3C2=O)cc1	-16	-4	0	6	-13	1.0	-4	-14	14	-3
COc1ccc(C(C(=O)NC2CCCCC2)N(C(=O)c2ccco2)c2ccccc2C(C)=O)cc1 (stereo unspecified)	9	0	-4	10	16	-1.6	.	.	.	-1

Next records
mol	PvdQ acylase	CAL PDZ FP-1	NSD2 inh	Rtt109 Vps75	PfHsp90 set2	CAL PDZ FP-2	MITF TRPM1 HTS	SR-BI DiI-HDL act	SR-BI HDL uptake	dFosB activator
COc1ccc(-c2nnc(-c3cccs3)o2)cc1OC	-2	.	0	16	6	-2.9	78	3	-3	-33
CCOc1ccc(N(CC(=O)Nc2nccs2)S(=O)(=O)c2c(C)[nH]c(=O)[nH]c2=O)cc1	-5	.	-2	-6	-32	-0.2	-5	-10	10	-3
CCOC(=O)c1c(NC(=O)CSc2nnc3c(n2)[nH]c2ccccc23)sc2c1CCN(C)C2	-20	-6	2	0	-5	-6.0	-63	-4	4	-8
CCCN(Cc1cc2cccc(C)c2[nH]c1=O)S(C)(=O)=O	-3	-4	1	-6	.	.	-8	13	-13	-3
CCOC(=O)/C=c1\s/c(=C\c2ccccc2OC)c(=O)n1CC(=O)N1CCOCC1	0	1	.	1	-9	-0.8	-5	.	.	-12
Cc1cc(NC2CCCCC2)n2c(n1)nc1ccccc12	-9	-2	-2	1	22	-0.7	-12	13	-13	-7
O=C(Nc1cccc(Oc2c(F)c(F)c(F)c(F)c2F)c1)N1C[C@@H]2C[C@@H](C1)c1cccc(=O)n1C2	3	-9	-4	21	-2	-0.9	2	7	-7	-16
CC(C)(C)C(=O)c1cnc(Nc2ccccc2Cl)s1	-10	-2	0	0	-18	-1.1	144*	-20	20	-4

Bioassay records: PubChem BioAssay, Broad Institute
